# KCNQ2 block – KCNQ2 potassium channel inhibitors, primary screen, cell-based, CHO-K1, FluxOR thallium flux, B-score (AID 2156); 20 min; stronger effect = lower value; B-score at 10 µM; actives 1.1% (n = 310,000);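 active means fluorescence ratio B-score at most minus 3 library SDs, with starting brightness B-score within 2 library SDs, cut at about -5.5 in these data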
# Target sequence (O88943 whole entry, looked up): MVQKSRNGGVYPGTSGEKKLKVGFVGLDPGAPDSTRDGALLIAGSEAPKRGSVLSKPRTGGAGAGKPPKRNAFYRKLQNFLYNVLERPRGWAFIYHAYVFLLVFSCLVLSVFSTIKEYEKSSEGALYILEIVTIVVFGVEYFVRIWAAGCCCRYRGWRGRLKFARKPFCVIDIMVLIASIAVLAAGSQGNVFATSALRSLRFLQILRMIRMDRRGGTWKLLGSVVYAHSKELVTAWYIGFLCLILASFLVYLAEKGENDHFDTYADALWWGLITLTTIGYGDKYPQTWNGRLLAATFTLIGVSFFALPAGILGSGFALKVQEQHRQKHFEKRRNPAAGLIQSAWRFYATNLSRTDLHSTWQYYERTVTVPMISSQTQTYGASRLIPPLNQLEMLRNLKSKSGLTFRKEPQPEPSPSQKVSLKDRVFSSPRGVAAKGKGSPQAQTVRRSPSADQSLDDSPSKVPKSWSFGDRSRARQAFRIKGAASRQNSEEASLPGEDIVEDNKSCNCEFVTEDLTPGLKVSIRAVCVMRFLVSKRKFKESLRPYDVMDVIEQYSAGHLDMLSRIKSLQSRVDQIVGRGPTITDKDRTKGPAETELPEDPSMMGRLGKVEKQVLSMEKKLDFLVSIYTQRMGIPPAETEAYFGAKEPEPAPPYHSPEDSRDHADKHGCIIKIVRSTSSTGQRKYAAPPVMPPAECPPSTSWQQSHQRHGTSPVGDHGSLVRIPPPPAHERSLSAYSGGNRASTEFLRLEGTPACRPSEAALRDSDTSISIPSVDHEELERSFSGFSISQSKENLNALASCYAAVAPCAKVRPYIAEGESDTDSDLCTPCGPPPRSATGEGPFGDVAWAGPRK
# Kir21 block – inhibitors of mouse Kir2.1 inward-rectifier potassium channel; actives 0.85% (n = 310,000); HEK293-Kir2.1, FluxOR thallium flux fluorescence; stronger effect = lower value; B-score at 10 µM; AID 1672, 2009;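 active means fluorescence ratio B-score at or below minus 3 SD of library scores, with starting-brightness B-score within 2 SD, cut at about -4.2 in these data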;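 further: channel flux triggered by added potassium and thallium sulfate stimulus; B-score of peak minus minimum fluorescence over baseline after thallium stimulus; more negative B-score means stronger Kir2.1 block with less thallium influx; some compounds called inactive have numbers as strong as hits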
# Numbers without * were called inactive; i = inactive.
No.	Structure	KCNQ2 block	Kir21 block
1	O=C1CN(C(=O)CN2CCCC2)C(c2ccccc2)c2cc(Br)ccc2N1 (stereo unspecified)	i	-0.35
2	CC1(C)CC2CC(C)(CN2S(=O)(=O)c2ccc(C(=O)Nc3cc(S(=O)(=O)N4CCOCC4)ccc3Cl)cc2)C1 (stereo unspecified)	i	-0.66
3	O=C(CSc1nnc(CNC(=O)c2cccc(C(F)(F)F)c2)o1)NC1CCCC1	i	1.29
4	CCCCNc1oc(-c2cccs2)nc1S(=O)(=O)c1ccccc1	i	0.46
5	O=C(NC(=S)Nc1cccc(O)c1)c1ccco1	i	-1.06
6	O=C(Nc1c[nH]c(=O)[nH]c1=O)c1ccccc1Cl	i	3.36
7	CCOC(=O)N1C2=NC(C(=O)OC)=C(C(=O)OC)[C@@H]3Nc4ccccc4[C@]23C[C@H]1C(=O)OC	i	0.04
8	N#C/C(=C(/O)c1ccc([N+](=O)[O-])o1)c1nc2ccccc2[nH]1	i	0.85
9	C/C=C/c1ccc(OCCCCN(C)Cc2ccccc2)c(OC)c1	i	-9.87*
10	CC(=O)N1CCc2cc(S(=O)(=O)N3c4ccccc4CC3C)ccc21 (stereo unspecified)	i	1.06

# Further results.
No.	Structure	KCNQ2 block	Kir21 block
11	COc1ccc(OCCCC(=O)Nc2ccc(N3CCCCC3)cc2)cc1	i	-2.34
12	CCOc1ccccc1C(=O)Nc1ccc(S(=O)(=O)Nc2nccc(C)n2)cc1	i	-1.12
13	Cc1nnc(NC(=O)c2ccc(S(=O)(=O)N3CCOCC3)cc2)s1	i	0.03
14	Cc1ccc(C(c2nnnn2CCC(C)C)N2CCN(C)CC2)cc1 (stereo unspecified)	i	-0.22
15	Cc1cc(-c2nnc(SCC(=O)Nc3ccccn3)o2)no1	i	-0.48
16	O=C(NNc1ccc([N+](=O)[O-])cc1)c1ccco1	i	-0.43
17	Fc1ccccc1-c1csc(-c2cccnc2)n1	i	0.25
18	Cc1nc([N+](=O)[O-])c(Br)n1CC(=O)c1cccc([N+](=O)[O-])c1	i	1.09
19	CN(C)c1ccc(/C=N\NC(=O)c2csnn2)cc1	i	0
20	O=C(C(Cc1ccccc1)N1C(=O)C2C3CCC(C3)C2C1=O)N1CCCCC1 (stereo unspecified)	i	2.09

# Carrying on.
No.	Structure	KCNQ2 block	Kir21 block
21	COc1ccccc1NS(=O)(=O)c1cc(C(=O)NCC2CCCO2)ccc1C (stereo unspecified)	i	-0.4
22	COc1cccc(NC(=O)Nc2nnc(-c3ccccc3SCc3ccccc3)s2)c1	i	0.09
23	O=C(O)c1cccc(-c2nnn(Cc3ccccc3Cl)n2)c1	i	1.21
24	CCOC(=O)/C=C/c1ccccc1S(=O)(=O)NC(C)(C)C	i	-2.27
25	COc1ccc(-c2cnnc(N/N=C/c3ccc(C)o3)n2)cc1	i	-0.31
26	Cc1ccc(C2Nc3cccc4cccc(c34)N2)s1	i	0.92
27	Cc1cccc(S(=O)(=O)c2c(N)n(-c3ccccc3)c3nc4ccccc4nc23)c1	i	-0.61
28	CS(=O)(=O)N1CC(C(=O)O)Oc2ccc(CC(=O)O)cc21 (stereo unspecified)	i	-0.52
29	CSc1nc2[nH]ncc2c(=O)n1-c1ccccc1	i	0.7
30	COc1ccc(NC(=O)CSCC(=O)NCc2ccco2)cc1	i	0.87

# (further entries)
No.	Structure	KCNQ2 block	Kir21 block
31	COc1ccc(S(=O)(=O)N2CCCCCC2)cc1C(=O)N(CC(C)C)C1CCS(=O)(=O)C1 (stereo unspecified)	i	-0.73
32	Cc1ccc(CN2CCN(Cc3cn[nH]c3C3CCCCC3)CC2CCO)cc1 (stereo unspecified)	i	-0.2
33	Cc1ccc(S(=O)(=O)N2CCCC2C(=O)OCc2ccccc2)cc1 (stereo unspecified)	i	-2.47
34	Cc1cc(C)c(/C=N/NC(N)=O)c(C)c1/C=N/NC(N)=O	i	1.39
35	CCOC(=O)C1=C(N)N(c2ccccc2)C(=O)C1	i	-0.39
36	CCn1c(COc2ccccc2OC)nc2ccccc21	i	0.56
37	COc1ccccc1NC(NC(=O)c1ccco1)C(=O)c1ccccc1 (stereo unspecified)	i	0.1
38	CCCS(=O)(=O)N1CCCC(C(=O)NC2CCCC(C)C2C)C1 (stereo unspecified)	i	0.75
39	COc1cc2c(cc1OC)C1=C(C#N)CN(CC(=O)O)CN1CC2	i	-0.96
40	O=C(CCCc1ccccc1)NCCS(=O)(=O)N1CCN(c2ccccc2F)CC1	i	1.11

# (listing goes on)
No.	Structure	KCNQ2 block	Kir21 block
41	O=C(NC1CCN(S(=O)(=O)c2cccc(F)c2)CC1)c1cccc(F)c1	i	-0.36
42	CCn1nc(C)c(CNC(=O)c2cc(COc3ccccc3SC)on2)c1C	i	0.15
43	CCC(=O)c1ccc(OC(=O)c2ccc(Br)o2)cc1	i	1
44	COc1ccc(/C=C/C=N/NC(=O)COc2ccc(OC)cc2)cc1	i	1.36
45	C/C=C/C(=O)N1c2ccc(C)cc2C(C)=CC1(C)C	i	-0.28
46	Fc1cccc(NC(=S)NNc2ccccc2)c1	i	0.28
47	Cc1ccc(CCNC(=O)CN(C)S(=O)(=O)c2cnc[nH]2)cc1	i	-2.79
48	COc1cccc(CNC(=O)CN2C(=O)CSc3ccc(S(=O)(=O)N4CCOCC4)cc32)c1	i	1.41
49	CNC(=S)NNC(=O)c1noc(C)c1C(=O)N1CCN(C(c2ccccc2)c2ccccc2)CC1	i	2.9
50	Cc1cc(C)cc(C(=O)NCC(=O)OCC(=O)NCc2ccco2)c1	i	-1.38

# Following part.
No.	Structure	KCNQ2 block	Kir21 block
51	Cc1onc(-c2c(F)cccc2Cl)c1C(=O)NC(=S)NC1CCS(=O)(=O)C1 (stereo unspecified)	i	-0.05
52	CCCC[C@@H]1CNCCN1CCCc1cc(OC)c(OC)c(OC)c1	i	-0.02
53	COC(=O)CSc1nnc(CNC(=O)c2ccc(S(=O)(=O)N3CCOCC3)cc2)n1C	i	0.03
54	COc1ccc(-c2noc(N3CCC(C(=O)Nc4ccccc4Cl)CC3)n2)cc1	i	-1.86
55	c1ccc(OCc2nnc3n2N=C(c2ccccc2)CS3)cc1	i	0.23
56	O=C(N/N=C/C(Br)=C/c1ccccc1)c1ccc([N+](=O)[O-])cc1	i	-0.07
57	CCCCSc1nnc(-c2ccc(NC(C)=O)cc2)n1C	i	0.88
58	O=C(NCCc1ccc(Cl)cc1)c1ccc(Br)s1	i	-0.08
59	CCN1C(=O)S/C(=C/c2cn(C)c3ccccc23)C1=O	i	1.26
60	C/C(=N/NC(=O)CN1CCN(S(=O)(=O)c2ccc(Br)cc2)CC1)c1ccncc1	i	2.37

# The results go on.
No.	Structure	KCNQ2 block	Kir21 block
61	O=C1[C@@H]2Cc3c([nH]c4ccccc34)CN2C(=O)CN1CCO	i	0.1
62	CCOC(=O)c1ccccc1N=N/C(C(C)=O)=C(/C)O	i	-1.11
63	Cc1ccc(NC(=O)CC(O)(C(F)(F)F)C(F)(F)F)c(Br)c1	i	2.38
64	Cc1ccc(C(=O)Nc2ccn(Cc3ccc(F)cc3)n2)o1	i	-0.39
65	O=C1CN(C(=O)COc2c(Cl)cccc2Cl)c2ccccc2N1	i	-1.42
66	O=C(COc1ccc(Br)cc1)N1CCN(c2ccc([N+](=O)[O-])c(N3CCCCC3)c2)CC1	i	-0.52
67	O=C(c1cccc(S(=O)(=O)NCc2ccccc2)c1)N1CCCC(C(F)(F)F)C1 (stereo unspecified)	i	-0.76
68	NC(=S)n1[nH]c(-c2ccc([N+](=O)[O-])cc2)c(N=Nc2cccc([N+](=O)[O-])c2)c1=O	i	0.69
69	Cn1c(CNC(=O)c2ccccc2F)nnc1SCC(=O)NCc1ccccc1	i	0.3
70	Cc1ccccc1NC(=O)CCN1CCCCCC1	i	0.54

# (more compounds)
No.	Structure	KCNQ2 block	Kir21 block
71	O=C(N/N=C/c1cc2c(cc1[N+](=O)[O-])OCO2)c1ccccn1	i	-0.86
72	O=C(Nc1nnc(CCN2CCCCC2)s1)c1ccccc1Cl	i	0.44
73	Cc1nn(C)c(C)c1-c1c(C#N)c(N)nc2c1CCCCCC2	i	-1.45
74	C=CCOC(=O)C1=C(C)NC(C)=C(C(=O)OCC=C)C1c1ccc(C)o1	i	0
75	CCCCNC(=O)N(C)c1nc2ccccc2s1	i	-0.55
76	Cc1ccc(-c2nn(-c3ccccc3)cc2/C=N/n2c(-c3ccncc3)n[nH]c2=S)cc1	i	-1.26
77	CCOC(=O)/C(C(N)=NCCCO)=C(/O)c1ccccc1	i	0.15
78	Cc1cccc(NC(=S)NC2CCCC2)c1C	i	-0.73
79	CCCC(c1nnnn1CC(=O)OCC)N(Cc1cc2c(C)cc(C)cc2[nH]c1=O)C1CCCC1 (stereo unspecified)	i	1.82
80	O=S(=O)(c1cccs1)N1CCC(CO)(Cc2ccc(Cl)cc2)CC1	i	-0.15

# Later entries:
No.	Structure	KCNQ2 block	Kir21 block
81	Cc1cc(OCC(=O)Nc2cnn(CCCC(=O)O)c2)ccc1[N+](=O)[O-]	i	1.6
82	COc1cccc(NC(=O)CNS(=O)(=O)c2ccc3nc(C)sc3c2)c1	i	0.99
83	CC(C(=O)Nc1ccncc1)(c1ccccc1)c1ccccc1	i	-0.42
84	CC(C)(C)c1cc(C(F)(F)F)n2ncc(-c3ccccc3)c2n1	i	0.09
85	CC(C)CN(C(=O)COC(=O)c1ccccn1)c1c(N)n(Cc2ccccc2)c(=O)[nH]c1=O	i	-1.03
86	CCC(=O)N1c2ccc(S(=O)(=O)N3CCN(c4cc(C)ccc4C)CC3)cc2CC1C (stereo unspecified)	i	1.67
87	CC(=O)N/C(=N/c1nc(C)cc(C)n1)Nc1cc(C)cc(C)c1	i	1.26
88	CN(CCOc1ccc(-c2ccn(S(=O)(=O)c3c(Cl)cccc3Cl)n2)cc1)c1ccccn1	i	-0.04
89	COc1cc(C)c(S(=O)(=O)N2CCCC2)cc1C	i	0.89
90	CC(=O)N1c2ccc(S(=O)(=O)N(C)CC(=O)N(C)Cc3ccccc3)cc2CC1C (stereo unspecified)	i	-1.33

# Next records follow:
No.	Structure	KCNQ2 block	Kir21 block
91	O=C(O)c1ccccc1C(=O)NCC(O)COc1ccc(Cl)cc1 (stereo unspecified)	i	-1.16
92	O=C1Nc2ccccc2C(O)(C(=O)NCc2ccco2)N1c1ccc(Cl)c(Cl)c1 (stereo unspecified)	i	-0.1
93	COc1nsnc1N1CCOCC1	i	-0.07
94	Cc1ccc(C(=O)Sc2cccccc2=O)cc1	i	-2.49
95	CCN(CC)C(=O)Cn1cc(C(=O)C(=O)NCCc2c[nH]c3ccccc23)c2ccccc21	i	2.24
96	O=C(CCN1C(=O)/C(=C/c2ccc(Cl)cc2)SC1=S)Nc1cccc(C(=O)O)c1	i	-1.26
97	Cc1ccccc1-c1nc(CN2CCCC(C(=O)NCc3cccnc3)C2)c(C)o1 (stereo unspecified)	i	-1.44
98	CC(=O)Nc1ccc(S(=O)(=O)NCCc2ccccn2)cc1	i	0.53
99	CC(C)n1cc(C(=O)c2cc(Br)ccc2O)cc(C#N)c1=O	i	-0.79
100	CCOC(=O)c1c(NC(C)=O)sc(C(=O)NC2CCCC2)c1C	i	-0.26

# Next part.
No.	Structure	KCNQ2 block	Kir21 block
101	COC(CNC(=O)CC1C(=O)N(Cc2ccccc2)C(C)c2nc3ccccc3n21)OC (stereo unspecified)	i	-0.32
102	CC(=O)c1ncnn1CC(=O)c1ccc(Cl)cc1Cl	i	-1.53
103	O=[N+]([O-])c1ccc(NCCCO)c(C(F)(F)F)c1	i	1.73
104	Nc1nc(SCc2nc3scc(-c4ccccc4)c3c(=O)[nH]2)n[nH]1	i	0.86
105	CC(=O)OCC(=O)Nc1ccccc1C	i	0.86
106	CCn1ccnc1CN1CCC(CO)(CCOc2ccccc2)CC1	i	-1.9
107	COc1ccc(CCNc2nc(C)cc(C)n2)cc1OC	i	1.37
108	Cc1ccc(C(c2nnnn2CS(=O)(=O)c2ccc(C)cc2)N2CCCC2)cc1 (stereo unspecified)	i	1.11
109	CC(=O)c1c(NCCc2ccccc2)cc(C)oc1=O	i	-2.17
110	N#Cc1cnn(-c2ccccc2)c1NC(=O)CN1CCOCC1	i	-0.03

# Next structures follow:
No.	Structure	KCNQ2 block	Kir21 block
111	O=C(NC1CCCCC1)/C(=N\O)c1ccccn1	i	-0.35
112	CC(CNCc1ccc2c(c1)OCO2)NCc1ccc2c(c1)OCO2 (stereo unspecified)	i	-1.02
113	O=S(=O)(c1cccc2nsnc12)N1CCCC1	i	0.1
114	CCC(C)(C)n1nnnc1C(c1ccc(C)cc1)N1CCN(Cc2ccc3c(c2)OCO3)CC1 (stereo unspecified)	i	0.84
115	Cn1c(SCC(=O)NC2CCCCC2)nnc1-c1ccccc1O	i	-0.85
116	COC(C(=O)Nc1ccnn1C1CCN(Cc2cnn(C(C)C)c2)CC1)c1ccccc1 (stereo unspecified)	i	-0.38
117	Cc1c(O)ccc(-c2n[nH]c(C(=O)O)c2-c2nc3ccccc3s2)c1O	i	-1.1
118	COc1ccc(-n2c(SCC(=O)N3CCCC3)nc3ccccc3c2=O)cc1	i	0
119	S=C(Nc1ccc(Cl)cc1)N1CCOCC1	i	-0.32
120	Cc1cc(C)cc(OCC(=O)Nc2nc(-c3cccnc3)cs2)c1	i	-0.86
121	Cc1nn(C)cc1C(=O)NNC(=S)Nc1ccccc1	i	-2.47
122	CC(=O)Cc1nsc(NC(=O)c2ccc(-c3ccc(Cl)cc3Cl)o2)n1	i	-0.11
123	Cc1ccc(-n2[nH]c(=O)c3cccnc32)cc1	i	-1.67

# From PubChem
